Mdm2 MdmX PPI: inhibitors of human Mdm2-MdmX association, primary screen, cell-based, luminescence, split luciferase, SaOS-2, uHTS; hit rate 3% among 330,000; inhibition, % at 8 µM; Protein Mdm4 (Homo sapiens) + E3 ubiquitin-protein ligase Mdm2 (Homo sapiens), …; SaOS-2 split-luciferase Mdm2/MdmX complementation;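 active = inhibition of at least 50% at 8 µM in the primary screen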
APJ antagonist: antagonists of human apelin receptor APJ, primary screen, CHO-K1 cells, beta-arrestin complementation, luminescence; inhibition, % at 20 µM; P35414; hit rate 0.32% among 330,000;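 active = inhibition above about 40% at 20 µM, limit read from the data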;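 also: cells challenged with 10 nM apelin-13 agonist together with compound; plate controls were apelin-13 plus DMSO wells for no effect and DMSO wells lacking apelin-13 for full effect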
Target sequence (P35414 whole entry, looked up): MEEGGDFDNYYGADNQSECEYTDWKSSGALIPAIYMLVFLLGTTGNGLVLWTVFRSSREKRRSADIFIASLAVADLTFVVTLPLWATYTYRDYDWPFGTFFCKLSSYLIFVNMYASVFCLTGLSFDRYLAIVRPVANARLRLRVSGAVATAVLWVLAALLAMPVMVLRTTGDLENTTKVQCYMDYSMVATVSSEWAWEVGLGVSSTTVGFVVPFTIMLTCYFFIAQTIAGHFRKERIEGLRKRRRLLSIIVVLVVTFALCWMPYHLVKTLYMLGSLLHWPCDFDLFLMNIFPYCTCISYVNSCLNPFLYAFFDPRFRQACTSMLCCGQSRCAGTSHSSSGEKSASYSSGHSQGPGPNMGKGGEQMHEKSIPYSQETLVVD
XBP1 UPR activ: activators of adaptive XBP1 UPR arm, primary screen, cell-based, CHO-XBP1 luciferase reporter, luminescence, uHTS | hit rate 0.33% among 330,000 | IRE1-XBP1 UPR activation; percent of tunicamycin response, DMSO as zero | AID 463104, 2010 | activation, % at 20 µM;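 active = versus positive control, 20 µM dose yields 30% or more activation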;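 also: 100% = tunicamycin at 10 µg/mL and 0% = DMSO only wells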
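Assay system: CHO-XBP1 luciferase reporter cells; Schedule: 6 h treatment, 37 °C; Detection: glow luminescence from Steady-Glo reagent; Benchmarks: high control tunicamycin 10 µg/mL final, low control DMSO vehicle only.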
697 NFkB inh: inhibitors of PMA/ionomycin-induced NF-kB reporter, 697 cells, primary screen, B-cell NF-kB inhibitor project, cell-based, luminescence, uHTS; 697 B-cell NF-kB luciferase reporter, 16 h; inhibition, % at 4 µM; hit rate 0.33% among 330,000; in the data active = inhibition above about 35%
APJ ag: agonists of human apelin receptor APJ, primary screen, CHO-K1 cells, PathHunter beta-arrestin, luminescence; 0% DMSO wells, 100% apelin; activation, % at 20 µM; hit rate 0.11% among 330,000;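 active = activation more than six SD over the plate average, tested at 20 µM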;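 also: 0% = DMSO alone and 100% = apelin-13 at 10 nM; some results filed as inactive read as strong as hits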
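Material: engineered CHO-K1 APJ arrestin reporter cells; amount: 1000 CHO-K1 reporter cells seeded per well; incubation: compound stimulation 90 min at 25 °C, detection 60 min; signal: luminescent beta-gal fragment complementation, chemiluminescent substrate; read-out basis: APJ agonist activity; controls: DMSO-only wells as negative, 10 nM Apelin-13 as positive control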
Jurkat NFkB inh: inhibitors of induced NF-kB luciferase reporter, primary screen, TCR NF-kB activation inhibitor project, cell-based, luminescence, uHTS; Jurkat, PMA/ionomycin-induced NF-kB luciferase reporter; hit rate 0.53% among 330,000; inhibition, % at 4 µM; in the data active = inhibition above about 50%
tim23-1 inh: growth inhibitors of tim23-1 mutant yeast, primary screen, luminescence, uHTS. S. cerevisiae tim23-1 growth, BacTiter-Glo luminescence, 24 h. inhibition, % at 20 µM. hit rate 1.3% among 330,000;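 active = growth inhibition of the mutant yeast at or above 50%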;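 also: temperature-sensitive mutant grown at 25 °C; plate controls were DMSO-treated mutant yeast for no effect and medium wells lacking yeast for full effect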
UPR CHOP act: activators of apoptotic CHOP UPR arm, primary screen, cell-based, CHO-CHOP luciferase reporter, luminescence, uHTS; UPR activation; percent of tunicamycin response over DMSO baseline; activation, % at 10 µM; hit rate 0.34% among 330,000; AID 449763, 2010;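 active = at 10 µM dose, activation of 40% or more, normalized to positive control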;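 also: 100% = tunicamycin at 10 µg/mL and 0% = DMSO alone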
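Material: CHO-CHOP cells, stable luciferase reporter of PERK-eIF2a-CHOP signalling; quantity: 500 reporter cells seeded per well; buffer or medium: F12 medium containing 10% fetal bovine serum; compound: one dose, 10 µM in 0.5% DMSO; incubation: 6 h compound treatment, 37 °C; measured by: Steady-Glo luciferase luminescence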
The depositor's hits bear a star.

#	Molecule	Mdm2 MdmX PPI	APJ antagonist	XBP1 UPR activ	697 NFkB inh
1	Nc1ccc(NC(=O)c2cccs2)cc1	2	-15	0	-7
2	CCC(C(=O)OCC(=O)Nc1ccccc1-c1ccccc1)c1ccccc1 (configuration not stated)	4	16	-1	-8
3	CC(C)(C)NC(=O)Nc1nnc(SCC(=O)NC2CCCCC2)s1	-2	-70	1	-9
4	CCN(CC)S(=O)(=O)c1ccc2c(c1)c(=O)c(C(=O)NCc1ccc3c(c1)OCO3)cn2C	25	-21	-2	-31
5	Cc1ccc(Cc2c(C)nc3nc(SCC(=O)NCCCN4CCCC4)nn3c2C)cc1	3	3	5	-2
6	CC(=O)Nc1ccc(NC(=O)COC(=O)C2CCCCC2)cc1	-10	-6	4	13
7	CC(=O)c1ccc(NC(=S)N2CCCC(C(F)(F)F)C2)cc1 (configuration not stated)	9	-8	1	-2
8	O=C(Cn1cnc2sc3c(c2c1=O)CCCC3)NCC(=O)Nc1c(F)cc(F)cc1Br	19	19	-3	7
9	Cc1onc(-c2c(Cl)cccc2Cl)c1C(=O)N1CCCCC1	-9	8	-1	15
10	CCOC(=O)c1c(NC(=O)COC(=O)c2ccc(C)s2)sc2c1CC(C)(C)NC2(C)C	30	11	10	4
11	COCCCn1c(SCC(=O)N(C)C)nnc1-c1ccccc1	3	-6	0	19
12	CN(CC(=O)Nc1cccc(F)c1)C(=O)c1cn(-c2ccccc2)nc1-c1cccs1	15	4	-5	-4
13	COc1ccc(CNC(=O)Cc2csc(Nc3nc(=S)[nH]c4ccccc34)n2)cc1	14	5	-2	10
14	O=C(NCCC1CCCCN1S(=O)(=O)c1ccc(F)cc1)C(=O)NC1CC1 (configuration not stated)	5	13	-2	20
15	O=C(CSc1nnc(-c2cccnc2)n1C1CCCCC1)NC1CCCCC1	-1	10	-1	14

#	APJ ag	Jurkat NFkB inh	tim23-1 inh	UPR CHOP act
1	0	-11	5	-0.2
2	1	17	11	1.2
3	14	-16	14	0.4
4	-3	-16	6	3.3
5	-2	0	-67	-1.9
6	0	-6	1	0.7
7	-2	2	14	-0.5
8	0	5	-1	-0.7
9	0	-3	16	-1.9
10	-6	-13	27	1.0
11	-5	8	8	0.4
12	4	3	41	1.1
13	-4	-2	13	0.7
14	-6	3	15	-1.0
15	3	1	2	-0.6

Remaining list, next part
#	Molecule	Mdm2 MdmX PPI	APJ antagonist	XBP1 UPR activ	697 NFkB inh
16	O=C(NC(=S)Nc1ccc(CN2CCOCC2)cc1)c1cccc([N+](=O)[O-])c1	-30	14	0	1
17	Cc1cccc(OCC(=O)Nc2nccs2)c1C	-205	9	-3	-60
18	Cn1cc(CCC(=O)NCc2ccc3c(c2)OCO3)c2ccccc21	15	5	2	28
19	O=C(Nc1ncc(Br)s1)C(Cc1ccccc1)n1cccc1 (configuration not stated)	33	2	1	-8
20	Cc1ccc(S(=O)(=O)N2CCCCC2)cc1NC(=O)c1nn(C)c(=O)c2ccccc12	34	-3	1	15
21	O=C(COC(=O)CCC1CCCC1)Nc1ccc(Cl)cc1F	-3	12	-4	-6
22	O=C1c2ccccc2C(=O)C1c1ccccn1	-7	-9	0	-91
23	O=C1NCCN(Cc2c(F)cccc2Cl)C1CC(=O)N1CCCO1 (configuration not stated)	-5	-1	0	6
24	O=C(NCCN1CCOCC1)C1CCC(=O)N1C1CCCCC1 (configuration not stated)	9	11	-2	-22
25	COc1ccc(CNc2nc(C)c([N+](=O)[O-])c(C)c2C#N)cc1	11	17	2	7
26	Cc1noc(C)c1C(=O)OCC(=O)Nc1cc(S(=O)(=O)N2CCOCC2)ccc1Cl	-12	-6	-2	16
27	CN(Cc1ccccc1F)C(=O)CN1c2cccc3cccc(c23)S1(=O)=O	3	-9	2	-9
28	Cc1cccc(NC(=O)CN(CC2CCCO2)C(=O)c2oc3ccc(F)cc3c2C)c1C (configuration not stated)	-21	21	0	-9
29	COC(=O)C1=C[C@@H](C(=O)OC)[C@@H]2C3=C(C(=O)[C@@]2(C)NC(=O)c2ccccc2)[C@H](C)n2c(=O)n(C)c(=O)n2[C@@H]3C1	21	10	-1	14
30	C=CCN(c1ccc(C(=O)Nc2ccc(NC(C)=O)cc2)cc1)S(C)(=O)=O	15	25	-3	14

#	APJ ag	Jurkat NFkB inh	tim23-1 inh	UPR CHOP act
16	-3	5	-9	-0.3
17	-6	-177	24	4.2
18	-3	-3	23	-0.4
19	3	9	67*	1.9
20	-2	9	13	3.5
21	-2	3	6	1.4
22	0	-78	-4	2.4
23	-1	-9	13	-1.2
24	-1	-20	9	0.2
25	-2	-1	7	-0.4
26	-2	1	9	0.8
27	3	-1	38	0.1
28	-2	-6	23	-0.4
29	2	11	4	-0.9
30	-2	11	10	-0.9

Three compounds out of the list, ordered by molar mass, low to high.
#	Molecule	Mdm2 MdmX PPI	APJ antagonist	XBP1 UPR activ	697 NFkB inh
24	O=C(NCCN1CCOCC1)C1CCC(=O)N1C1CCCCC1 (configuration not stated)	9	11	-2	-22
19	O=C(Nc1ncc(Br)s1)C(Cc1ccccc1)n1cccc1 (configuration not stated)	33	2	1	-8
27	CN(Cc1ccccc1F)C(=O)CN1c2cccc3cccc(c23)S1(=O)=O	3	-9	2	-9

#	APJ ag	Jurkat NFkB inh	tim23-1 inh	UPR CHOP act
24	-1	-20	9	0.2
19	3	9	67*	1.9
27	3	-1	38	0.1

Other structures.
#	Molecule	Mdm2 MdmX PPI	APJ antagonist	XBP1 UPR activ	697 NFkB inh
31	COc1ccc(NC(=O)C2(N(C(=O)Cn3nnnc3N)c3ccc(OC)cc3)CCCCC2)cc1	26	5	-6	2
32	CCOc1ccc(CNc2ncnc(N)n2)cc1	24	-1	-3	-25
33	Cc1ccc(S(=O)(=O)N(C)C)cc1NC(=O)CN1C(=O)NC2(CCCCCC2)C1=O	38	4	-7	11
34	COc1ccccc1/C=C/C(=O)NCc1cccnc1	1	0	-2	1
35	COCCn1c(Cc2ccccc2)nnc1SCC(=O)N1CCCCC1C (configuration not stated)	15	13	0	4
36	O=C(O)c1ccccc1/C=N/NC(=S)NCc1ccccc1	13	-5	0	9
37	Cc1c(/C=N\NC(=O)C2COc3ccc(C(C)(C)C)cc3O2)c2ccccc2n1C (configuration not stated)	10	-12	0	-21
38	O=C(Nc1cc(S(=O)(=O)N2CCCCC2)ccc1Cl)C1=NN(c2ccccc2)C(=O)CC1	20	-27	-2	-25
39	CCNC(=O)c1ccc(CSc2ccc(Cl)cc2)cc1	1	-3	-2	-18
40	CCN(CC)CCCC(C)NC(=O)c1cccc(S(=O)(=O)N2CCc3ccccc32)c1 (configuration not stated)	13	-14	-2	18
41	O=C(Cn1cnc2c(nnn2Cc2ccc(Cl)cc2)c1=O)N1CCCc2ccccc21	-4	-4	-3	13
42	COc1ccc(OCC(=O)NNC(=O)C(=O)N2CCCC2)cc1	-22	0	0	9
43	Cc1ccc(CO/N=C\Cc2snc(Sc3ncc(C(F)(F)F)cc3Cl)c2C#N)cc1	18	-28	-1	-7
44	CC(C)C(=O)N(Cc1cc2ccccc2[nH]c1=O)C(C)(C)C	42	10	2	-3
45	CC(C)(C)C(=O)Nc1c2c(nn1-c1cccc(Cl)c1)CS(=O)(=O)C2	15	11	0	16

#	APJ ag	Jurkat NFkB inh	tim23-1 inh	UPR CHOP act
31	-3	-7	9	0.2
32	-1	14	-1	-1.3
33	-2	4	8	1.7
34	-1	-14	9	-2.1
35	-4	-10	4	1.4
36	-2	3	4	0.0
37	-3	-15	17	5.1
38	0	-2	-7	2.4
39	-2	-14	13	1.4
40	-2	-8	9	0.4
41	3	7	-19	0.9
42	-1	-2	-1	0.7
43	1	9	30	0.6
44	7	-7	19	-0.1
45	-2	3	3	1.0

One compound at a time, as listed above. Order of screens: Mdm2 MdmX PPI	APJ antagonist	XBP1 UPR activ	697 NFkB inh	APJ ag	Jurkat NFkB inh	tim23-1 inh	UPR CHOP act
Cc1ccc(S(=O)(=O)N2CCCCC2)cc1NC(=O)c1nn(C)c(=O)c2ccccc12 in the list: 34	-3	1	15	-2	9	13	3.5
CCN(CC)S(=O)(=O)c1ccc2c(c1)c(=O)c(C(=O)NCc1ccc3c(c1)OCO3)cn2C in the list: 25	-21	-2	-31	-3	-16	6	3.3

Further records
#	Molecule	Mdm2 MdmX PPI	APJ antagonist	XBP1 UPR activ	697 NFkB inh
46	C=CC[C@@H](CC(=O)NCCO)C(=O)N[C@@H](COC(=O)[C@@H](CC=C)Cc1ccc(F)cc1)Cc1c[nH]c2ccccc12	18	-24	-1	7
47	CCN(CC)CC#Cc1ccc(C)cc1	0	-3	-2	13
48	CCOc1ccc(CCNc2nc3ccccc3n3cnnc23)cc1OCC	17	10	5	-7
49	O=C(Nc1ccc(F)cc1)C1CCC(CNc2c(N3CCCCC3)c(=O)c2=O)CC1 (configuration not stated)	-10	-22	-2	38*
50	Cc1[nH]n(C(N)=S)c(=O)c1N=Nc1ccc([N+](=O)[O-])cc1Cl	8	51*	-4	-29
51	CN1CCN(C(=O)C2CCC(CNS(=O)(=O)c3cccc4cccnc34)CC2)CC1 (configuration not stated)	-2	-8	-5	6
52	CCC(=O)Nc1nc(C)c(C(=O)Nc2cccc(Cl)c2)s1	14	-20	-3	-3
53	Cc1cc(C)c2cc3c(ccn3C3OC[C@H](O)[C@H](O)[C@H]3O)cc2n1 (some centres not stated)	9	11	-2	2
54	COc1cc(/C=C2\SC(=S)N(CC(=O)Nc3ccccn3)C2=O)cc(OC)c1OC	29	-6	-3	28
55	CC(Sc1ncccn1)C(=O)Nc1ccc2c(c1)OCCO2 (configuration not stated)	-4	-3	-2	-4
56	CC(=NCc1ccccc1)C1=C(O)COC1=O	16	11	0	14
57	CC1(C)OC(=O)C(=CNCC(O)c2ccccc2)C(=O)O1 (configuration not stated)	-3	14	-1	4
58	O=c1c(-c2ccnn2-c2ccc(F)cc2)cnc2n1CCS2	-10	-3	2	-3
59	CCOc1ccc2nc(NC(=O)C3(C)CC3(Br)Br)sc2c1 (configuration not stated)	-47	1	1	-141

#	APJ ag	Jurkat NFkB inh	tim23-1 inh	UPR CHOP act
46	-2	5	23	0.0
47	-2	10	15	0.0
48	2	5	20	-1.2
49	-4	-1	2	0.4
50	-6	-2	58*	23
51	-1	-8	2	0.6
52	2	-23	58*	1.3
53	-3	-4	8	1.5
54	-4	10	19	0.6
55	5	9	14	0.9
56	4	10	-2	0.2
57	-4	-12	-2	-1.5
58	-3	-2	-2	2.5
59	1	-108	74*	8.2

Rows are unselected (roughly 5% active in at least one column).
